Screens from PubChem.
Cycloheximide cs = affects cycloheximide protein synthesis inhibition readout, counter-screen; cell reporter, cycloheximide protein synthesis inhibition counterscreen; max response, %; 12% of 300,000 active; AID 2314; in the data active = max response mostly above about 13%, no sharp cut-off; inactive = mostly below about 14%; also: read at 38.3 µM for the half of the compounds with a filed dose; 0% is about no effect
TbPYK inhibitor = inhibitors of Trypanosoma brucei pyruvate kinase. Q57TT1. Potency, µM (highest dose often 76.8 µM), for inactives: at the top dose activity, negative = inhibition, hits mostly inhibitors. TbPYK enzyme, Kinase-Glo Plus ATP luminescence, 45 min. 0.12% of 410,000 active; also: potency is read from the fitted curve at half-maximal effect; % is scaled to controls: 0 for no effect and ±100 for the full control effect; nearly all actives have a fitted effect of over 50% in size
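In this concentration-response screen, enzyme-free wells defined baseline while DMSO plates tracked drift. Each reaction combined TbPYK, substrate, compound and 130 uM ADP for 45 min at room temperature. Kinase-Glo Plus luminescence gave the signal.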
Pf growth 96h = P. falciparum growth inhibition at 96 hours. P. falciparum luciferase reporter growth, 96 h. Potency, µM (highest dose often 28.7 µM), for the others: at the top dose activity change, negative = inhibition, usual class: inhibitors. 6.9% of 320,000 active; also: potency is read from the fitted curve at half-maximal effect; % is scaled to controls: 0 for no effect and ±100 for the full control effect
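Readout is luminescence from an integrated firefly luciferase in P. falciparum. Red cells, 2% hematocrit and 0.05% parasitemia final, were cultured with compound through two parasite generations (96 hours) at 37 C, 5% CO2.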
Shiga inhibitor = Shiga toxin inhibition. Vero cells, Shiga toxin protein synthesis inhibition reporter. inhibition, % at 38.7 µM. 9.2% of 290,000 active. AID 2315; in the data active = inhibition mostly above about 28%, no sharp cut-off; inactive = mostly below about 43%; also: 0% is about no effect
LmPK inhibitor = LmPK (Leishmania mexicana) enzyme inhibition. Q27686. purified LmPK, Kinase-Glo ATP luminescence, 1 h. Potency, µM (doses to about 57.5 µM), without a hit: top-dose activity change, negative = inhibition, actives largely listed as inhibitors. 0.37% of 290,000 active; also: potency is read from the fitted curve at half-maximal effect; % is scaled to controls: 0 for no effect and ±100 for the full control effect
Target sequence (Q27686 whole entry, looked up): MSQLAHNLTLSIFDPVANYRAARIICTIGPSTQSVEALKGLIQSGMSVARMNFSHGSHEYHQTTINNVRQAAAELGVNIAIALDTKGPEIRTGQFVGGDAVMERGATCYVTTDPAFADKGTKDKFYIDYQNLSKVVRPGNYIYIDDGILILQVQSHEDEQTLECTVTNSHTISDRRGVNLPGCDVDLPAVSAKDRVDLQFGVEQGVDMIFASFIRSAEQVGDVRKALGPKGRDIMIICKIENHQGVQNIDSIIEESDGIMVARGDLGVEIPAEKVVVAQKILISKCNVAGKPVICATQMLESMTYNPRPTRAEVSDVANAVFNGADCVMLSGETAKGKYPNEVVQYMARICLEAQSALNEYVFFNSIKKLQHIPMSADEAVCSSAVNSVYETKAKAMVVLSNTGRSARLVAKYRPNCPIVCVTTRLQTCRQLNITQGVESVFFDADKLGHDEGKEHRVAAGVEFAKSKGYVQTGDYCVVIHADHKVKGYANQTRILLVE
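Kinase-Glo luminescence read after 1 h RT reaction of 0.1 nM LmPK with 0.5 mM PEP and 0.1 mM ADP. Activity scaled between uninhibited and enzyme-free controls.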
HCV inh = HCV inhibition. Huh7.5.1 HCVcc-Cre infection, luciferase reporter, 44 h. Potency, µM (doses to about 41.8 µM), inactives show top-dose activity change, negative = inhibition, hits mostly inhibitors. 3.4% of 340,000 active. AID 651820; also: potency is read from the fitted curve at half-maximal effect; % is scaled to controls: 0 for no effect and ±100 for the full control effect
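Cells (1,000/well) were plated 4 h before compound, then infected with HCVcc-Cre virus (~0.5 moi). After 44 h further culture, infection was read as luciferase luminescence following a 15 min substrate incubation at room temperature.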
Pf growth 48h = P. falciparum growth inhibition at 48 hours (one generation); P. falciparum luciferase growth in erythrocytes, 48 h; Potency, µM (series often up to 28.7 µM), inactives show top-dose activity change, negative = inhibition, usual class: inhibitors; 5.9% of 310,000 active; also: potency is read from the fitted curve at half-maximal effect; % is scaled to controls: 0 for no effect and ±100 for the full control effect
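Here the parasites carry a stable luciferase gene and grow inside erythrocytes in Albumax-based RPMI medium with compound for one erythrocytic cycle. Activity is scored as loss of luminescent signal.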
Starred values were filed as active, the others as inactive; ? = inconclusive; nt = no result given; & = joins results of further samples; [ ] = remark or other dose. Unless noted, calls follow the shape of the dose curve; as a rule, active = well fitted curve in the direction sought with a large enough effect; inconclusive = small, poorly fitted or top-dose-only effect, or another doubt; inactive = no such curve, though single readings can be large; an effect the other way counts as inactive or inconclusive. An unsorted share of the library. Share with any hit: about 24%.

SMILES	Cycloheximide cs	TbPYK inhibitor	Pf growth 96h	Shiga inhibitor	LmPK inhibitor	HCV inh	Pf growth 48h
O=C1C(NS(=O)(=O)c2cccs2)=C(N2CCN(c3ccccc3)CC2)C(=O)c2ccccc21	11	-3%	nt	44*	-22%	11%	?
Cc1ccc(S(=O)(=O)N2CCN(C(=O)CC(C)n3cncn3)CC2)cc1C (stereo unspecified)	-4	1%	10%	-10	-5%	22%	10%
COCC(C)n1c(SCc2cc(=O)n3cc(C)ccc3n2)nc2ccccc2c1=O (stereo unspecified)	12	9%	?	-12	-2%	?	?
COc1ccc(CNC(C)Cc2cccs2)cc1 (stereo unspecified)	13	2%	8%	-2	-4%	-1%	273%
O=C1/C(=C\c2cccs2)CCC/C1=C/c1cccs1	nt	3%	183%[activator]	nt	nt	nt	134%[activator]
CCCCN(Cc1ccco1)S(=O)(=O)c1ccc(-c2ccc(=O)[nH]n2)s1	-2	-3%	15µM*	3	3%	-2%	-4%
Nc1nn(S(=O)(=O)c2cccc3nsnc23)cc1-c1ccc(Br)cc1	-1	-1%	nt	-11	5%	10µM*	?
O=C(NC1CCCC1)c1nc2c(nnn2Cc2ccccc2Cl)c(=O)[nH]1	0	-10%	-35%	-6	3%	10%	nt
CCOC(=O)CN1C(=O)COc2ccc(Cl)cc21	-1	-2%	?	25	-3%	16%	16%
CCOc1cc(/C=N\O)cc(Cl)c1OCC	0	-2%	-13%	-5	6%	?	0%
Cc1nc(C)c(C(=O)OCC(=O)Nc2cccc(C)c2C)s1	nt	3%	98%[activator]	nt	nt	-12%	31%[activator]
NC(=O)c1cc(S(=O)(=O)Nc2cccc(Cl)c2)cs1	8	1%	-8%	2	0%	13%	-19%
CCOC(=O)NC(=O)/C(C#N)=N\Nc1cccc(Cl)c1	13	2%	?	-3	3%	-2%	-2%
CCCc1cc(=O)[nH]c2nnc(SCC(=O)Nc3cc(C)on3)n12	nt	2%	40%[activator]	nt	nt	15%	-10%
COc1cccc(-c2csc(N3CCN(S(=O)(=O)c4ccc(F)cc4)CC3)n2)c1	-3	-4%	-5%	38	2%	-26%	?
CCSC(=S)Nc1c(C)n(C)n(-c2ccccc2)c1=O	-6	3%	18%	-3	-2%	18%	-7%
CCN(CC(=O)Nc1c(F)cccc1F)C(=O)c1ccc2c(=O)n3c(nc2c1)CCC3	nt	7%	3%	nt	nt	3%	?
CC(C)Sc1nc2sc(-c3ccccc3)cc2c(=O)n1N	1	-5%	69%[activator]	-4	-2%	9%	-3%
CCn1c(SC(C)C(=O)Nc2nnc(C)s2)nnc1-c1ccco1 (stereo unspecified)	-8	-23%	-19%	-4	-4%	3%	-16%
Cc1ccc(COC(=O)c2ccc3c(c2)C(=O)N(CCCN2CCOCC2)C3=O)cc1	-1	3%	4%	-12	7%	15%	52%[activator]
COc1cc2[nH]c(=S)nc(NCCCOC(C)C)c2cc1OC	-2	-13%	14%	-3	4%	16%	nt
O=C1CSC(c2c(F)cccc2Cl)N1c1cccc(F)c1 (stereo unspecified)	-2	nt	12µM*	-4	2%	-17%	?
Cc1ccc(OCC(=O)N(C)CC(=O)Nc2ccc(F)c(F)c2F)cc1	nt	3%	36%[activator]	nt	nt	-12%	1%
O=C(CC12CC3CC(CC(C3)C1)C2)N/N=C/c1ccc([N+](=O)[O-])o1	-7	9%	71%[activator]	28	2%	?	5.2µM*
COc1ccc(/C=N\NC(=O)c2ccccc2Cl)cc1COc1c(F)c(F)c(F)c(F)c1F	15	-11%	22%	16	-12%	2.2µM*	5%
Cc1nc(NCCc2ccccc2)c2nnn(Cc3ccccc3)c2n1	-2	-3%	1%	7	-1%	-23%	?
COc1ccc(Cl)cc1NC(=O)C/C(C)=N/NC(=O)C(=O)NCc1ccccc1	-1	-2%	22%	30	0%	-14%	2%
CC#CP(=O)(OCC)C(O)(c1ccccc1)C(F)(F)F (stereo unspecified)	-1	0%	nt	-3	-8%	-5%	4%
CCOC(=O)C1=C(c2ccccc2)Nc2ncnn2C1c1ccccn1 (stereo unspecified)	-6	2%	nt	-11	2%	1%	-2%
COc1cc2c(cc1NC(=O)c1ccncc1)oc1ccccc12	15	-5%	170%[activator]	36	12%	?	nt

A draw from above in order of count of non-hydrogen atoms, rising:
SMILES	Cycloheximide cs	TbPYK inhibitor	Pf growth 96h	Shiga inhibitor	LmPK inhibitor	HCV inh	Pf growth 48h
CCSC(=S)Nc1c(C)n(C)n(-c2ccccc2)c1=O	-6	3%	18%	-3	-2%	18%	-7%
CC(C)Sc1nc2sc(-c3ccccc3)cc2c(=O)n1N	1	-5%	69%[activator]	-4	-2%	9%	-3%
Cc1nc(NCCc2ccccc2)c2nnn(Cc3ccccc3)c2n1	-2	-3%	1%	7	-1%	-23%	?

(listing goes on)
SMILES	Cycloheximide cs	TbPYK inhibitor	Pf growth 96h	Shiga inhibitor	LmPK inhibitor	HCV inh	Pf growth 48h
COc1cccc(NC(=S)N2CCC(c3ccc(C)cc3)C2)c1 (stereo unspecified)	30*	6%	12%	82*	-4%	-17%	18%
O=C(c1cc(=O)c2ccccc2o1)N1CCN(c2ccccc2F)CC1	26	4%	13%	8	-3%	1%	18%
CC(NC(=O)CCC(=O)NC(C)c1ccccc1)c1ccccc1 (stereo unspecified)	1	3%	-21%	-5	4%	5%	4%
O=[N+]([O-])c1cccc(-c2nc(-c3ccccc3)c(-c3cccs3)[nH]2)c1	-2	-8%	?	-9	1%	-12%	?
O=C(c1ccc2c(=O)n(CCc3ccccc3)c(=O)[nH]c2c1)N1CCN(c2ccccc2)CC1	1	6%	?	-3	-5%	-27%	?
Cc1cc(C)cc(C(=O)NN2CCN(C)CC2)c1	2	-9%	?	-4	-1%	6%	3%
Cc1c(C#N)c(N=CN(C)C)c(C(=O)c2ccccc2)n1-c1ccc(Br)cc1	-4	10%	?	3	6%	22%	nt
O=C(NCc1ccccn1)c1ccc(OC2CCN(Cc3ccccc3)CC2)cc1	1	-1%	63%[activator]	-5	-1%	11%	-5%
COc1ccc(S(=O)(=O)N(CC(=O)O)c2ccccn2)cc1	9	-6%	-19%	-6	-1%	31%[activator]	nt
COc1ccc(CCN(Cc2nc(-c3ccccc3)no2)Cc2nc(-c3ccccc3)no2)cc1OC	3	0%	-6%	4	-4%	-8%&-12%	-7%
COc1ccc(Cl)cc1NC(=O)/C=C\C(=O)O	-3	0%	11%	-12	1%	16%	nt
CCn1cc(Br)c(C(=O)Nc2ccc(C(=O)OC(C)C)cc2)n1	36	-6%	nt	55	-3%	?	?
Cc1cc(Cl)ccc1OCC(=O)NC1CCCC1	34*	0%	?	37	11%	?	nt
O=C(c1ccc(C#CC2(O)CCCCC2)cc1)N1CCOCC1	16	-1%	nt	37	0%	23%	22%
O=C(CSCc1ccc(Cl)cc1)Nc1nccs1	-1	4%	?	-8	1%	-20%	-2%
O=C(NCCc1ccc(Cl)cc1)Nc1cccc(Cl)c1	13	-7%	93%[activator]	37*	5%	?	?
Cc1ccc(C)c(NC(=S)NNC(=O)c2csc(C)c2)c1	10	-11%	?	22*	-6%	9%	-5%
O=C1/C(=C/c2ccncc2)N=C2CCCCCN12	11	-1%	23%	-6	1%	11%	-8%
COc1ccc(C(=O)NCC(=O)NCC(=O)OCc2ccc(Br)cc2)cc1	-4	0%	21%	-12	0%	-11%	18%
CC(=O)N1c2ccc(S(=O)(=O)NCCC(=O)NCCc3cccc(C)c3)cc2CC1C (stereo unspecified)	-12	0%	54%[activator]	-9	-9%	?	-15%
CCOC(=O)c1cccc(NC(=O)CSc2nc3ccccc3c(=O)n2CC)c1	1	10%	nt	2	5%	10%	?
O=C(NC(=S)Nc1ccccc1C(=O)O)c1cncc(Br)c1	2	-19%	4%	nt	0%	7%	4%
Cc1ccc(-c2csc3ncn(Cc4ccc(C(=O)O)cc4)c(=O)c23)cc1C	13	-1%	12µM*	-5	0%	5%	-2%
COc1ccccc1C(=O)CSc1nccn1C	17	-2%	20%	22*	-3%	8%	79%[activator]
Cc1ccc(-c2csc(NC(=O)Cc3cccs3)n2)cc1C	12	-6%	?	38	3%	-2%	nt

Compounds shown so far containing a Cl atom:
SMILES	Cycloheximide cs	TbPYK inhibitor	Pf growth 96h	Shiga inhibitor	LmPK inhibitor	HCV inh	Pf growth 48h
O=C(NC1CCCC1)c1nc2c(nnn2Cc2ccccc2Cl)c(=O)[nH]1	0	-10%	-35%	-6	3%	10%	nt
CCOC(=O)CN1C(=O)COc2ccc(Cl)cc21	-1	-2%	?	25	-3%	16%	16%
CCOc1cc(/C=N\O)cc(Cl)c1OCC	0	-2%	-13%	-5	6%	?	0%
NC(=O)c1cc(S(=O)(=O)Nc2cccc(Cl)c2)cs1	8	1%	-8%	2	0%	13%	-19%
CCOC(=O)NC(=O)/C(C#N)=N\Nc1cccc(Cl)c1	13	2%	?	-3	3%	-2%	-2%
O=C1CSC(c2c(F)cccc2Cl)N1c1cccc(F)c1 (stereo unspecified)	-2	nt	12µM*	-4	2%	-17%	?
COc1ccc(/C=N\NC(=O)c2ccccc2Cl)cc1COc1c(F)c(F)c(F)c(F)c1F	15	-11%	22%	16	-12%	2.2µM*	5%
COc1ccc(Cl)cc1NC(=O)C/C(C)=N/NC(=O)C(=O)NCc1ccccc1	-1	-2%	22%	30	0%	-14%	2%
COc1ccc(Cl)cc1NC(=O)/C=C\C(=O)O	-3	0%	11%	-12	1%	16%	nt
Cc1cc(Cl)ccc1OCC(=O)NC1CCCC1	34*	0%	?	37	11%	?	nt
O=C(CSCc1ccc(Cl)cc1)Nc1nccs1	-1	4%	?	-8	1%	-20%	-2%
O=C(NCCc1ccc(Cl)cc1)Nc1cccc(Cl)c1	13	-7%	93%[activator]	37*	5%	?	?
